Rhodamine fluor – compound fluoresces in the rhodamine spectral region | Rhodamine-region fluorescence, 547/598 nm, Tris buffer; stronger effect = higher value | max dye-equivalent concentration, M | 59,000 tested, 0.05% active | AID 594; in the data active = max dye-equivalent concentration above about 11 nM; inconclusive = between about 1.1 nM and that limit
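Intensities are converted to rhodamine-equivalent concentration using a six-point rhodamine standard on each plate. Compounds sit 15 min at room temperature in 100 mM Tris buffer, pH 8.0; read uses the 547/598 nm excitation/emission pair.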
Hsp90 Hop PPI – changes Hsp90-Hop TPR2A binding signal, up or down; AlphaScreen TPR2A-His6 binding biotin-Hsp90 C-terminal peptide; AID 595; 71,000 tested, 0.44% active; Potency, µM (top dose mostly 57 µM), for the others: at the top dose activity change, negative = inhibition; active = well fitted curve in either direction with a large enough effect; inconclusive = small, poorly fitted or top-dose-only effect, or another doubt; note: potency is the fitted concentration of half-maximal effect; % is set by controls: 0 for no effect and ±100 for the full control effect; many of its hits are not listed in these tables
Pol III holo inh – inhibitors of bacterial DNA polymerase III holoenzyme | reconstituted DNA polymerase III holoenzyme replication, biochemical | AID 603 | Potency, µM (top dose mostly 57.1 µM), inactives show at the top dose activity change, negative = inhibition | 71,000 tested, 0.25% active; note: potency is the fitted concentration of half-maximal effect; % is set by controls: 0 for no effect and ±100 for the full control effect
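Reconstituted *E. coli* holoenzyme (0.35 nM Pol III, 1 nM beta, 154 nM SSB, 2 nM primase) was preincubated with compound for 15 min at RT. Synthesis on 1.4 nM ssM13Gori ran 35 min, then was stopped with PicoGreen/EDTA and read as dsDNA fluorescence.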
CRE-bla Fsk – alters forskolin-stimulated CRE reporter signaling in CHO cells; CHO CRE-bla reporter (cAMP response element driving beta-lactamase), forskolin EC10, beta-lactamase ratio; Potency, µM (highest dose often 38.2 µM), for the others: top-dose activity change, negative = inhibition, usual class: activators; 71,000 tested, 2.5% active; AID 662; active = well fitted activation curve with a large enough effect in the signal ratio, with a control signal flat, not every such curve was filed as active; inconclusive = small, poorly fitted or top-dose-only effect, or effect the other way, or a change in a side signal; the % refers to the signal ratio; note: potency is the fitted concentration of half-maximal effect; % of control where 0% means no effect
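CRE-bla CHO reporter cells treated with compound titration plus EC10 NKH 477 (water-soluble forskolin), incubated 3 h at 37 °C; CCF4 loading 2 h at room temperature, 460/530 nm emission ratio read, AC50 values derived for positive or negative modulators.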
ERK AVP block – inhibitors of vasopressin-stimulated ERK signaling pathway. HEK293-V1b, vasopressin-stimulated pERK AlphaScreen. Potency, µM (series often up to 57.5 µM), without a hit: at the highest dose activity, negative = inhibition, most hits filed as inhibitors. 72,000 tested, 0.99% active; note: potency is the fitted concentration of half-maximal effect; % is set by controls: 0 for no effect and ±100 for the full control effect; nearly all actives have a fitted effect of over 55% in size
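qHTS, compounds titrated on V1b-expressing HEK293 cells. Preincubation 30 min at 37C, vasopressin 25 nM for 5 min, lysis 10 min, bead incubation 5 hr at room temperature.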
Luciferase inh – inhibitors of firefly luciferase; 72,000 tested, 2.2% active; P08659; purified firefly luciferase, luminescence, 8 min; Potency, µM (highest dose often 57.1 µM), for the others: at the highest dose activity change, negative = inhibition, hits mostly inhibitors; note: potency is the fitted concentration of half-maximal effect; % is set by controls: 0 for no effect and ±100 for the full control effect; nearly all actives have a fitted effect of over 40% in size
Target sequence (P08659 whole entry, looked up): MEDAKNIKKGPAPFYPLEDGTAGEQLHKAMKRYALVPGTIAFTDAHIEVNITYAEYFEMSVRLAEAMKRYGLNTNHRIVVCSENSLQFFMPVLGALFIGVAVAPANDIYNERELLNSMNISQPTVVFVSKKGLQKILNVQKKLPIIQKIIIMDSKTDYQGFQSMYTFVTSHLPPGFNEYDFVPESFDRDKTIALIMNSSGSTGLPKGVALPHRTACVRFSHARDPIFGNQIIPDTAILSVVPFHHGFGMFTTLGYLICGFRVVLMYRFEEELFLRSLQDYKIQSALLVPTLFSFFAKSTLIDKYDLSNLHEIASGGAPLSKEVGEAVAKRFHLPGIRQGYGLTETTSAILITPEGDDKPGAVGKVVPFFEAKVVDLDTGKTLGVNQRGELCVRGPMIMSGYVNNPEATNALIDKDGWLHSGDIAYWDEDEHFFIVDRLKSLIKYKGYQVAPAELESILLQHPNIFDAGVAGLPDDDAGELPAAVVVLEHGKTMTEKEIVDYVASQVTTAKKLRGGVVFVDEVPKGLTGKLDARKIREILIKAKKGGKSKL
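Titration-based qHTS; buffer 50 mM imidazole pH 7.2, 50 mM KCl, 7 mM MgCl2, 10 uM ATP, 0.01% Tween 20, 0.05% BSA; luciferase/luciferin detector mix added after compound; 8 min, ambient; luminescence.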
TexasRed autofl – compound fluoresces in the Texas Red spectral region | max dye-equivalent concentration, M | 59,000 tested, 0.06% active | Compound fluorescence, Texas Red channel, 547/618 nm; stronger effect = higher value; in the data active = max dye-equivalent concentration above about 10 nM; inconclusive = between about 1.1 nM and that limit
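Compound fluorescence was read after 15 min at room temperature in 100 mM Tris, pH 8.0, using 547 nm excitation and 618 nm emission across a concentration series. It was expressed as Texas Red dye-equivalent concentration from an on-plate standard curve.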
HBB splicing – modulators of hemoglobin beta chain splicing; HBB splicing reporter cell assay, activation; EGFP reporter with mutant IVS2-654 intron; response scale: normalised to 500 nM splice-correcting PNA; Potency, µM (series often up to 46.1 µM), for inactives: at the top dose activation, actives largely listed as activators; 65,000 tested, 0.06% active; AID 925; note: potency is the fitted concentration of half-maximal effect; 0% is about no effect
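Compounds were applied for 2 days to HeLa EGFP-654 cells, 500/well in Optimem with 2% FCS. The reporter's EGFP is disrupted by mis-splicing of beta-globin intron IVS2-654. Readout: summed well GFP fluorescence from 488 nm laser scanning; reference was 500 nM antisense […] 654 PNA.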
ALOX15 inhib – inhibitors of human 15-lipoxygenase (ALOX15). purified 15hLO-1, xylenol orange hydroperoxide absorbance. Potency, µM (doses to about 57.1 µM), inactives show top-dose activity change, negative = inhibition, most hits filed as inhibitors. 74,000 tested, 1.4% active; note: potency is the fitted concentration of half-maximal effect; % is set by controls: 0 for no effect and ±100 for the full control effect; nearly all actives have a fitted effect of over 55% in size
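Inhibition is scored from a chromogenic endpoint. After 15 min enzyme-compound contact, arachidonic acid (50 uM final) reacts 6 min with 40 nM 15hLO-1 at room temperature, then Fe-XO reagent is added for 30 min and absorbance ratio recorded.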
HADH2 inh – blocks human hydroxyacyl-CoA dehydrogenase type II. Potency, µM (series often up to 57.1 µM), inactives show at the top dose activity change, negative = inhibition, most hits filed as inhibitors. Q99714. 73,000 tested, 3.4% active. AID 886. recombinant HADH2, NADH fluorescence, beta-hydroxybutyryl-CoA; note: potency is the fitted concentration of half-maximal effect; % is set by controls: 0 for no effect and ±100 for the full control effect; nearly all actives have a fitted effect of over 60% in size; many of its hits are not listed in these tables
Target sequence (Q99714 whole entry, looked up, one chain of several): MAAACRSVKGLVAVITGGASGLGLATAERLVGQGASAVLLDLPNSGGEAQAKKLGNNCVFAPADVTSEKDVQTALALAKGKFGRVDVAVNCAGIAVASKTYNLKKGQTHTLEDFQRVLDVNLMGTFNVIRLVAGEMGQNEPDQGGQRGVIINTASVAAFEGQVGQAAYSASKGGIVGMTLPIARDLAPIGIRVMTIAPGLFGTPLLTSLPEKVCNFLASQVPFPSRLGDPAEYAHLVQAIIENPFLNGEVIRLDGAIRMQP
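His-tagged recombinant enzyme from E. coli, 20 nM, preincubated 15 min RT with compound; reaction started with 1 mM NAD+ and 90 uM beta-hydroxybutyryl-CoA in 100 mM Tris-HCl pH 9.0. NADH fluorescence (ex 360/em 450) read over 4 min; last-minus-first difference.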
Tau fil binding – binds recombinant human tau filaments; P10636; recombinant tau filaments, thioflavin S fluorescence, 15 h; filaments grown with octadecylsulfate alongside compound; Potency, µM (series often up to 57.1 µM), without a hit: at the top dose activity change, negative = inhibition; 71,000 tested, 2% active; AID 596;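 note: potency is the fitted concentration of half-maximal effect; % is set by controls: 0 for no effect and ±100 for the full control effect; actives lower thioflavin S fluorescence by blocking filaments or displacing dye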
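Thioflavine S fluorescence (ex 450, em 510 nm) reports filaments formed from 1 uM human tau plus 30 uM ODS over 15 h at 37 C (10 mM HEPES pH 7.4, 100 mM NaCl, 5 mM DTT); compounds displacing dye or blocking filaments lower signal.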
Starred values were filed as active, the others as inactive; i = inactive; ? = inconclusive; nt = no result given; & = joins results of further samples; [ ] = remark or other dose. Unless noted, calls come from the whole dose curve; as a rule, active = well fitted curve in the direction sought with a large enough effect; inconclusive = small, poorly fitted or top-dose-only effect, or another doubt; inactive = no such curve, though single readings can be large; an effect the other way counts as inactive or inconclusive. Not all compounds are listed; count on the stated rates, not on these rows.

SMILES | Rhodamine fluor | Hsp90 Hop PPI | Pol III holo inh | CRE-bla Fsk | ERK AVP block | Luciferase inh | TexasRed autofl | HBB splicing | ALOX15 inhib | HADH2 inh | Tau fil binding
Cc1ccc(C(c2nnnn2CC2CCCO2)N2CCN(c3cccc(C)c3C)CC2)cc1 (stereo not given) | i | 19% | -2% | -9% | -23% | -2% | i | -0.7%[57.5 µM] | -23% | 8% | -14%
COC(=O)C1CCN(C(=O)c2ccccc2NC(C)=O)CC1 | nt | 1% | -2% | -2% | 1% | 0% | nt | -1.9% | 0% | -18% | 6%
COc1ccc2c(=O)cc(-c3ccc(O)cc3)oc2c1 | i | -3% | -10% | ? | -24% | -7%[11.4 µM] | i | nt | -16%[25.6 µM] | ? | ?
Cc1cccc(-n2c(N)cc(=O)[nH]c2=S)c1 | nt | -3% | -4% | 18% | -1% | 1% | nt | 0.4% | -2% | -20% | 8%
O=S(=O)(Nc1cccc(C(F)(F)F)c1)c1cccnc1 | i | 0% | 3% | ? | 6% | 1% | i | 4.7% | 2% | 3% | -10%
O=C(OCc1ccccc1F)c1ccc2c(c1)OCCO2 | i | ? | ? | -17% | 76%[activator] | -11% | i | -0.1%[57.5 µM] | -5% | 1% | 0%
O=C(Cn1cnc2c(cnn2-c2ccccc2Cl)c1=O)N1CCc2ccccc21 | i | 2% | -5% | 0% | -23% | 5% | i | nt | 1% | -2% | 3%
O=C(c1ccccc1)N1CCN(c2ccccc2F)CC1 | i | -9% | -7% | -15% | -11% | -6% | i | 7.5% | ? | -6% | -2%
Cc1csc(NC(=O)C2CCCN2C(=O)OCC(C)C)n1 (stereo not given) | i | -1% | -17% | -17% | 4% | 0% | i | 1.6%[0.369 µM] | 11% | 5% | -12%
Cn1c(Cn2cnc3ccccc32)nnc1SCC(=O)CC(=O)Nc1ccccc1 | i | -5% | 1% | -9% | -24% | 2% | i | nt | 4% | -5% | 5%
COc1ccc(NC(C)=O)cc1NC(=O)CSc1nc2ncccc2[nH]1 | i | -4% | -1% | -5% | 0% | 2% | i | 4.7%[0.369 µM] | 2% | -5% | 2%
CC1CCN(c2nc3c(c(=O)[nH]c(=O)n3C)n2Cc2ccccc2Cl)CC1 | nt | 1% | -13% | ? | nt | 0% | nt | -0.8% | -16% | 7% | -18%

Quoted from the results shown for reference:
SMILES | Rhodamine fluor | Hsp90 Hop PPI | Pol III holo inh | CRE-bla Fsk | ERK AVP block | Luciferase inh | TexasRed autofl | HBB splicing | ALOX15 inhib | HADH2 inh | Tau fil binding
COc1ccc(NC(C)=O)cc1NC(=O)CSc1nc2ncccc2[nH]1 | i | -4% | -1% | -5% | 0% | 2% | i | 4.7%[0.369 µM] | 2% | -5% | 2%
CC1CCN(c2nc3c(c(=O)[nH]c(=O)n3C)n2Cc2ccccc2Cl)CC1 | nt | 1% | -13% | ? | nt | 0% | nt | -0.8% | -16% | 7% | -18%

More results.
SMILES | Rhodamine fluor | Hsp90 Hop PPI | Pol III holo inh | CRE-bla Fsk | ERK AVP block | Luciferase inh | TexasRed autofl | HBB splicing | ALOX15 inhib | HADH2 inh | Tau fil binding
Cc1cc(=O)[nH]c(=S)[nH]1 | nt | 4% | -10% | -1% | 11% | nt | nt | 2.0% | -1%&-25% | -4%&-1% | 4%
COC(=O)c1ccc(C(NC(=O)OCc2ccccc2)/C(=C/[C@@H](C)C(=O)NCc2ccc(C)o2)c2cccnc2)cc1 (stereo not given in full) | nt | -1% | -4% | -19% | 0% | nt | nt | 0.0% | 4% | -3% | -7%
Clc1ccc(Nc2nc(NCCN3CCOCC3)nc(N3CCOCC3)n2)cc1 | i | -1% | -1% | -9% | -11% | -2% | i | 0.1% | -8% | -12% | -13%
O=C(O)c1c(F)c(F)cc2ccccc12 | i | -6% | 0% | 17% | -4% | 3% | ? | -0.1% | 1% | 3% | -10%
CCn1c(COc2ccc3c(c2)CCCC3)nnc1SCC(=O)Nc1nccs1 | i | -1% | -10% | -4% | -4% | 2% | i | 1.5% | 7% | 15% | 38%
CCn1c(CCCNC(=O)c2cccs2)nc2ccccc21 | nt | 0% | -6% | 15% | nt | 2% | nt | -0.5% | -1% | 2% | -14%
O=C1CCn2nc(-c3ccc(Cl)cc3)cc2N1 | nt | -2%[2.3 µM] | -8% | 8% | -17% | -26% | nt | -0.7% | -4% | -4% | -6%
Oc1[nH]c2ccccc2c1OCc1ccncc1 | i | -2% | -2% | 9% | 3% | 2% | i | -0.8%[57.5 µM] | 2% | ? | -18%
CC(C)N(C(=O)CSc1nn2c(=O)c(C(C)(C)C)nnc2s1)c1ccccc1 | i | -8% | -2% | -12% | -8% | -1% | ? | -0.1%[57.5 µM] | 1% | 6% | -2%
Cc1ccc(C(=O)Oc2ccc3c(c2)ncn3C)cc1 | i | -3% | -6% | ? | -22% | 16µM* | i | 1.2% | 0% | 5% | 7%
Cc1csc(C2=C(O)CN(CCc3ccccc3)C2=N)n1 | i | ? | -10% | 3% | 7% | 4% | i | 5.7%[0.369 µM] | 4% | 11% | 9%
Nc1nc(-c2ccc(Br)s2)c(Br)s1 | i | -3% | 1% | -1% | -19% | -1% | i | -0.7%[0.369 µM] | ? | 25µM* | -13%

3 compounds from above with just ALOX15 inhib:
| smiles | ALOX15 inhib |
| --- | --- |
| Cc1ccc(C(=O)Oc2ccc3c(c2)ncn3C)cc1 | 0% |
| Cc1csc(C2=C(O)CN(CCc3ccccc3)C2=N)n1 | 4% |
| Nc1nc(-c2ccc(Br)s2)c(Br)s1 | ? |

Later entries.
SMILES | Rhodamine fluor | Hsp90 Hop PPI | Pol III holo inh | CRE-bla Fsk | ERK AVP block | Luciferase inh | TexasRed autofl | HBB splicing | ALOX15 inhib | HADH2 inh | Tau fil binding
CCC(=O)N(Cc1cc2c(C)cc(C)cc2[nH]c1=O)C1CCCCC1 | i | -6% | -6% | 2% | ? | 0% | i | nt | -22% | 7% | 8%
Cc1cc(NCc2ccccc2Cl)n2nnnc2n1 | i | -7% | -8% | ? | 6% | 4% | i | -0.9% | -10% | 8% | -12%
Cn1c(C(=O)N2CCN(Cc3ccccc3)CC2)cc2c(=O)n(C)c3ccccc3c21 | nt | -6%[2.3 µM] | -20% | 25% | ? | -1% | nt | -1.6% | ? | ? | 163%
C[Si](C)(C)C#Cc1ccccc1NC(=S)Nc1ccccc1 | nt | -15% | -7% | 2% | 9% | nt | nt | 1.1% | nt | 16µM* | ?
Cc1cccc(NC(=O)CN(C)S(=O)(=O)c2ccccc2)n1 | i | ? | 6% | -3% | 9% | 3% | i | 0.0% | -11% | 3% | -17%
COc1ccc(S(=O)(=O)N2CCCCC2C(=O)O)cc1OC (stereo not given) | i | -12% | -1% | -2% | -8% | -5% | i | -0.4% | 4% | -5% | -7%
CCc1nc(N2CCN(C(=O)c3ccco3)CC2)c2oc3ccccc3c2n1 | i | -3% | -3% | 3.2µM* | ? | 1% | i | 0.6%[57.5 µM] | ? | -5% | 19%
CC1CC(C)CN(S(=O)(=O)c2ccc(C(=O)N3CCN(c4ccccc4)CC3)cc2)C1 (stereo not given) | i | -7% | 2% | -5% | 12% | 0% | i | 1.6% | -5% | -9% | 4%
N#C/C(=C\c1cccs1)Sc1nc2ccccc2s1 | i | 9% | -13% | ? | -18% | 1% | i | 0.0% | ? | 23% | ?
CCN(CC)C(=O)CN1C(=O)C2(OCC(C)(c3ccccc3)CO2)c2ccccc21 (stereo not given) | i | 0% | -7% | -5% | 17% | 1% | i | -1.3% | 2% | 6% | -7%
Cc1cc(N(C(=O)c2ccco2)C(C(=O)NC2CCCCC2)c2ccccc2)ccc1-n1cnnn1 (stereo not given) | i | -2% | -3% | 2% | 8% | 4% | i | -4.0% | -5% | 5% | -11%
O=C(CCSc1nc(-c2ccco2)cc(C(F)(F)F)n1)NCCc1ccccc1 | i | 1% | -8% | -5% | -13% | -4% | ? | -0.2%[57.5 µM] | -13% | -8% | -6%
CCc1ccccc1NC(=O)CSc1nnc([C@H](CCSC)NC(=O)OC(C)(C)C)o1 | i | -3% | -4% | -5% | -4% | 0% | i | -0.8% | -8% | 6% | 26%

Assay outcomes as filed in PubChem.
